Source: PubChem
S3 lipid droplet: qHTS Assay for Lipid Storage Modulators in Drosophila S3 Cells | Drosophila S3 cells, BODIPY lipid droplet fluorescence, 18-24 h; cells fed with added oleic acid | actives 0.64% (n = 320,000) | AID 2685 | Potency in µM for hits, for the others lipid storage change, negative = inhibition, % at the top dose, mostly 46.1 µM; active = well fitted inhibition curve with a large enough effect in the signal ratio, with a control signal flat, not every such curve was filed as active; inconclusive = small, poorly fitted or top-dose-only effect, or effect the other way, or a change in a side signal; the % refers to the signal ratio
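Drosophila S3 cells got compounds at several concentrations plus oleic acid (400 uM solution). Laser-scanning cytometry with 488 nm excitation read lipid droplets at 500-530 nm and cells at 575-640 nm. Percent activity was relative to 20 uM Triacsin C.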
S3 lipid droplet cell count max: second read-out of S3 lipid droplet, no call of its own (marks repeat the call); cell number change, %; measured here: cell count max response;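 cells counted by Cell Tracker Red CMTPX staining in the red channel; peak over a dose series mostly up to 46.1 µM; percent activity relative to internal control wells on each plate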
* marks the source's active call; other numbers are inactive results; i = inactive; ? = inconclusive; . = no result given; & = joins results of further samples. % is scaled to controls: 0 for no effect and ±100 for the full control effect; potency is read from the fitted curve at half-maximal effect. These rows are one share of the data (hit frequency here may not be typical).

# | Molecule | S3 lipid droplet | S3 lipid droplet cell count max
1 | CCOc1ccc(NC(=O)C2C3c4ccccc4C(c4ccccc43)C2C(=O)O)cc1 (stereo unspecified) | ? | .
2 | OC1(c2cccnc2)CC2CCC(C1)N2Cc1nnnn1Cc1ccccc1 (stereo unspecified) | ? | .
3 | Cc1c(C(=O)Nc2ccccc2)c2cc(O)ccc2n1Cc1ccccc1 | ? | .
4 | Cn1c(O)c(/C=N/c2ccccn2)c(=O)n(C)c1=O | 11.0% | 2.9
5 | Cc1oc2ccc(OC(=O)N(C)C)cc2c1C(=O)OC(C)C | ? | .
6 | CCC(C)/C=C(C)/C=C/C1=CC2=C(Cl)C(=O)C(C)(OC(C)=O)C(=O)C2=CO1 (stereo unspecified) | ? | .
7 | O=c1[nH]c(=S)n(C2CC2)c(O)c1/C=N/Nc1ccccc1 | -1.3% | 8.8
8 | O=c1cc(C2CCNCC2)[nH][nH]1 | ? | .
9 | CCC12CN3CCN(CC(C3)/C1=N/NC(N)=O)C2 | -0.1% | 13.2
10 | COc1ccccc1C(=O)C1CCCN(Cc2cnc(C)s2)C1 (stereo unspecified) | 2.3% | 3.7
11 | CCN(CC)C(=O)Cn1cc(/C=C2\C(=O)NC(=O)N(c3ccccc3F)C2=O)c2ccccc21 | ? | .
12 | CN(C)CC1CCCCC1OC(=O)Cc1ccc(Cl)c([N+](=O)[O-])c1 (stereo unspecified) | ? | .
13 | CCCCCCP(=O)(O)c1ccccc1 | ? | .
14 | Nc1nnc(P(c2ccccc2)c2ccccc2)s1 | ? | .
15 | Cc1ccc(N=Cc2c(O)n(C)c(=O)n(C)c2=O)cc1 | i | -14.0
16 | O=S(=O)(NC1CCCC1)OCC(Cl)(Cl)Cl | -0.4% | 5.4
17 | CN(C)CCN(CC1CCCN(Cc2ccccc2F)C1)C(=O)Cc1ccccc1F (stereo unspecified) | -17.1% | -5.7
18 | COP(=O)(OC)C(O)C(Cl)(Cl)Cl (stereo unspecified) | -0.2% | 4.2
19 | COC(=O)C(O)(c1ccc(NC(=O)c2cccs2)cc1)C(F)(F)F (stereo unspecified) | 11.6% | 5.8
20 | CC(=O)N1N=C2C3CCN(CC3)C2C1c1ccc(Br)cc1 (stereo unspecified) | ? | .
21 | CNc1ccc2oc(C[C@H]3O[C@@]4(CC[C@H]3C)O[C@H]([C@H](C)C(=O)c3ccc[nH]3)[C@H](C)C[C@H]4C)nc2c1C(=O)O | ? | .
22 | O=Cc1c(C(=O)O)n(Cc2ccccc2F)c2ccccc12 | ? | .
23 | CN1CC2([N+](=O)[O-])CC=C(Cl)C([N+](=O)[O-])(C1)C2 (stereo unspecified) | ? | .
24 | CN1CCN(c2cccc3c2C(=O)c2ccccc2C3=O)CC1 | ? | .
25 | CC1CCCN(c2ccc(C(=O)N3CCC4(CC3)OCCO4)cc2[N+](=O)[O-])C1 (stereo unspecified) | ? | .
26 | CC1CCCCC1NC(=O)CNC(=S)N1CC2CC(C1)c1cccc(=O)n1C2 (stereo unspecified) | ? | .
27 | O=C1CC(c2ccccc2)CC(O)=C1C=NCCN1CCN(C(=O)Cc2ccccc2)CC1 (stereo unspecified) | ? | .
28 | CC1CCC(NC(=O)CNC(=S)N2CC3CC(C2)c2cccc(=O)n2C3)CC1 (stereo unspecified) | i | 5.8
29 | COC(=O)c1ccc(COc2cc(C)cc3oc(=O)c4c(c23)CCCC4)o1 | 20.1% | -8.8
30 | CN1[C@@H]2CC(OC(=O)[C@H](CO)c3ccccc3)C[C@H]1[C@@H]1O[C@@H]12 (stereo partly specified) | ? | -0.1&-1.0
31 | O=C1NC(=O)N(c2ccc(F)cc2)C(=O)/C1=C/c1ccc2c(c1)CCCN2Cc1ccccc1 | -1.8% | -9.5
32 | CC(=O)Nc1ccccc1C(=O)C(=O)Nc1cccc(C(=O)N2CCC3(CC2)OCCO3)c1 | ? | .
33 | O=C1NC(=S)N(Cc2ccco2)C(=O)/C1=C\c1cccs1 | -1.6% | 2.1
34 | Cc1c(NC(NC(=O)CF)C(Cl)(Cl)Cl)c(=O)n(-c2ccccc2)n1C (stereo unspecified) | 0.0% | 8.5
35 | CC(C)Oc1ccc(Cc2c(O)[nH]c(=O)[nH]c2=O)cc1 | i | -7.9
36 | O=C(O)c1ccc(Cl)nc1 | ? | .
37 | Cn1cc(C(=O)OCC(=O)NC2CCCCC2)c2ccccc21 | 15.9% | -8.3
38 | CCn1c(O)c(C=Nc2ccc(S(N)(=O)=O)cc2)c(=O)n(CC)c1=S | ? | .
39 | CN1CCC(N2CC3CC(C2)c2cccc(=O)n2C3)CC1 (stereo unspecified) | ? | .
40 | CCOC(=O)c1ccc(N=Cc2c(O)n(-c3ccc(OC)cc3)c(=S)[nH]c2=O)cc1 | ? | .
41 | O=C(Nc1ccccc1F)OC1CN2CCC1CC2 (stereo unspecified) | 2.1% | 22.3
42 | COc1cc(/C=N/NP(=S)(c2ccccc2)c2ccccc2)ccc1O | -0.7% | -12.8
43 | Cc1ccc(N(C)C(=O)Oc2ccc(C(=O)c3ccc(Cl)cc3)cc2)cc1 | ? | .
44 | O=C(c1cccc2ccccc12)C1CCCN(C2CCC2)C1 (stereo unspecified) | -1.2% | 18.8
45 | CCCC(C)n1[nH]c(=O)c2c1NC(=O)CSC2c1ccc(OC)cc1 (stereo unspecified) | ? | .
46 | Cc1cccc(-n2c(O)c(C=NC34CN5CN(CN(C5)C3)C4)c(=O)[nH]c2=O)c1 | ? | .
47 | Cn1cccc1/C=C1/C(=O)NC(=O)N(C(C)(C)C)C1=O | 15.1% | 10.5
48 | COC(=O)C(O)(c1ccc(N(C)C(=O)OC(C)C)cc1)C(F)(F)F (stereo unspecified) | i | .
49 | COc1ccc(N2C(=O)/C(=C/C=C/c3ccccc3[N+](=O)[O-])C(=O)NC2=S)cc1 | 6.4% | 11.3
50 | CN1CCN(c2cn[nH]c(=O)c2Cl)CC1 | ? | .
51 | CN(C)C1(CNC(=O)Cc2ccccc2F)CCCCC1 | ? | .
52 | Cc1c(C(c2ccc(O)cc2)c2c(O)c3ccccc3oc2=O)c(=O)n(-c2ccccc2)n1C (stereo unspecified) | ? | .
53 | Cc1ccsc1C(=O)C1CCCN(Cc2cnc(N)nc2)C1 (stereo unspecified) | 7.8% | 9.1
54 | CCCN(CC#CCOc1ccc(OC)cc1)CCC | 0.4% | 14.2
55 | COc1cccc(C(=O)C2CCCN(Cc3ccon3)C2)c1 (stereo unspecified) | 7.5% | 0.6
56 | CN1CCN(c2ccc(F)cc2N)CC1 | ? | .
57 | CC(=O)Nc1ccccc1OP1(=O)COc2ccccc2OC1 | ? | .
58 | CS(=O)(=O)N1CCCC(C(=O)N2CCC3(CC2)OCCO3)C1 (stereo unspecified) | -4.8% | 15.5
59 | OC1/C(=C/c2ccc(F)cc2)N2CCC1CC2 (stereo unspecified) | -4.1% | -16.4
60 | Nc1ccccc1Cl | ? | .

The list goes on, overlapping the part above by 7 compounds.
# | Molecule | S3 lipid droplet | S3 lipid droplet cell count max
54 | CCCN(CC#CCOc1ccc(OC)cc1)CCC | 0.4% | 14.2
55 | COc1cccc(C(=O)C2CCCN(Cc3ccon3)C2)c1 (stereo unspecified) | 7.5% | 0.6
56 | CN1CCN(c2ccc(F)cc2N)CC1 | ? | .
57 | CC(=O)Nc1ccccc1OP1(=O)COc2ccccc2OC1 | ? | .
58 | CS(=O)(=O)N1CCCC(C(=O)N2CCC3(CC2)OCCO3)C1 (stereo unspecified) | -4.8% | 15.5
59 | OC1/C(=C/c2ccc(F)cc2)N2CCC1CC2 (stereo unspecified) | -4.1% | -16.4
60 | Nc1ccccc1Cl | ? | .
61 | CC(C)CCOP(=O)(c1ccc(N(C)C)cc1)C(O)c1ccc(Cl)cc1Cl (stereo unspecified) | ? | .
62 | C[C@H](NC(=O)N1C[C@H]2C[C@@H](C1)c1cccc(=O)n1C2)C(=O)Nc1ccccc1F | ? | .
63 | O=C1N(c2cccc(Cl)c2)C(c2cccnc2)N2CCCN12 (stereo unspecified) | 1.5% | 18.0
64 | CCC(=O)N1CC(=O)Nc2ccc(F)cc2C1c1ccc(F)cc1 (stereo unspecified) | 4.0% | 4.3
65 | CN(C)C(=O)Oc1ccc(Cl)c2cccnc12 | 3.7% | 7.1
66 | Cc1c(N)c(C)c([N+](=O)[O-])c(C)c1[N+](=O)[O-] | 24.9% | 19.2
67 | COc1ccc(C(=O)C2CCCN(Cc3ccon3)C2)cc1OC (stereo unspecified) | -1.2% | 3.7
68 | Cc1ccccc1C(=O)NC(Oc1ccccc1)C(Cl)(Cl)Cl (stereo unspecified) | 17.8% | 9.2
69 | NCCc1c[nH]c2ccccc12 | ? | .
70 | O=C(O)c1ccc(-n2c(O)c(/C=C3\C=Nc4ccccc43)c(=O)[nH]c2=O)cc1 | i | 21.6
71 | Cc1cc(Cl)ccc1OCCCC(=O)NCc1cccs1 | 12.2% | -22.1
72 | CCN(C(=O)COC(=O)C(O)(c1ccccc1)c1ccccc1)c1c(N)n(Cc2ccccc2)c(=O)[nH]c1=O | ? | .
73 | CCC1CCCCN1P(=O)(c1ccc(C)o1)C(C)(C)C (stereo unspecified) | ? | .
74 | COc1ccc(-n2c(CNCCc3ccc(C)cc3)nc3ccccc3c2=O)cc1 | i | 7.3
75 | CCCCn1c(O)c(/C(CC)=N/N2CCCCC2c2cccnc2)c(=O)[nH]c1=S (stereo unspecified) | ? | .
76 | CNC(=O)Oc1cccc2ccccc12 | ? | .
77 | O=c1cccc2n1C[C@H]1C[C@@H]2CN2CCCC[C@@H]12 | -4.4% | -1.3
78 | CC(=O)c1ccc2c(c1)C1C(Cl)C(Sc3ccccc3[N+](=O)[O-])CC1C(c1ccccc1[N+](=O)[O-])N2 (stereo unspecified) | ? | .
79 | CCN(CC)C(=O)c1ccc(NC(=O)c2c(C)noc2C)cc1 | ? | .
80 | CCOC(=O)C1(CCc2ccccc2)CCN(Cc2cccc3c2OCO3)CC1 | ? | .
81 | Clc1cccc(N2CCNCC2)c1 | -1.0% | -1.2
82 | CCC1(c2ccccc2)C(=O)N(COC)C(=O)N(COC)C1=O | ? | .
83 | COc1cccc(NC(=O)[C@@H](NC(=O)N2C[C@H]3C[C@@H](C2)c2cccc(=O)n2C3)C(C)C)c1 | ? | .
84 | Cc1ccc(CNC2=NCCS2)cc1 | ? | .
85 | O=C1NC(=O)C(=Cc2ccc(Oc3ccc([N+](=O)[O-])cc3)cc2)C(=O)N1 | ? | .
86 | COc1ccc(CCn2c(O)c(/C=N/N3CCOCC3)c(=O)[nH]c2=O)cc1OC | 12.8% | -2.1
87 | COc1ccc(-c2nn(CCC#N)cc2C(=O)Nc2ccccc2Cl)cc1 | ? | .
88 | Cc1nnc2ccc(N3CCN(C)CC3)nn12 | ? | .
89 | Oc1c(Br)c(Br)c(Br)c(Br)c1Br | ? | .
90 | Clc1ccc2[nH]c3c(c2c1)CCNC3 | ? | .
91 | COc1ccc(C(=O)OC2CC[C@@]3(C)C4CCC5[C@]6(O)CC(O)[C@@]7(O)C(CN8CC(C)CCC8[C@@]7(C)O)[C@]6(O)C[C@@]53O[C@]24O)cc1OC (stereo partly specified) | 0.6% | -0.5
92 | CC/C(=N\NC(=O)c1ccccc1O)c1c(O)n(C2CCCCC2)c(=O)[nH]c1=O | i | -7.5
93 | O=C1NC(=O)N(c2ccc(Cl)cc2)C(=O)/C1=C/c1coc2ccc(O)cc2c1=O | -18.3% | 0.9
94 | Cc1cc(C=O)c(C)n1CC1CCCO1 (stereo unspecified) | ? | .
95 | CN1/C(=C\C=C2C(=O)NC(=O)NC2=O)C(C)(C)c2ccccc21 | -20.8% | 21.1
96 | CCc1ccc(N2C(=O)NC(=O)/C(=C/c3ccsc3)C2=O)cc1 | 6.4% | 1.8
97 | CN(C)P1(N(C)C)=Nc2c(c(N)nn2C)C(c2ccccc2)=N1 | 21.7% | -5.1
98 | C[C@]12CCC(=O)C=C1C=C[C@@H]1[C@@H]2CC[C@@]2(C)[C@H]1CC[C@@]2(O)CCC(=O)O | 6.8% | 15.6
99 | CCOC(C(=O)OCCCN(CC)CC)(c1ccccc1)c1ccccc1 | 9.9% | -14.5
100 | COC(=O)c1cc2c(s1)=NC=NP=2(N1CCOCC1)N1CCOCC1 | i | .
101 | Cc1nc2ccccc2c(=O)n1-c1cc([N+](=O)[O-])cc([N+](=O)[O-])c1 | ? | .
102 | Cc1c(P(=S)(c2ccccc2)c2ccccc2)[n+]2ccccc2n1C | ? | .
103 | CCC(=NCCCN(CC)CC)c1c(O)n(-c2ccccc2)c(=O)[nH]c1=O | ? | .
104 | Cc1cc(C=C2C(=O)N(C)C(=S)N(C)C2=O)c(C)n1-c1ccncc1 | 3.5% | 15.5
105 | C=CCn1c(O)c(C(CC)=NC2CC2)c(=O)[nH]c1=O | ? | .
106 | CCn1cc(C=C2C(=O)NC(=O)NC2=O)c2ccccc21 | ? | .
107 | O=c1oc(Cl)c(Cl)c2ccccc12 | ? | .
108 | Cc1cc2c(C(F)(F)F)cc(=O)oc2c2c1NCCC2 | -8.1% | 4.0
109 | OC(CN1CCCCC1)c1c[nH]c2ccccc12 (stereo unspecified) | ? | .
110 | Cc1cc(S(=O)(=O)NCc2ccccc2)ccc1OCC(=O)N1CCN(C)CC1 | ? | .
111 | CC(O)CNc1ccc([N+](=O)[O-])c2cccnc12 (stereo unspecified) | -0.2% | 7.5
112 | Clc1ccc(NC2=NCCCS2)cc1Cl | ? | .
113 | CCCCCCOC(=O)c1ccccc1N | i | -17.3
114 | C=CCn1c(O)c(Cc2ccc(OCC)cc2)c(=O)[nH]c1=O | i | 29.7
115 | CC1SC2(CN3CCC2CC3)NC1=O (stereo unspecified) | ? | .
116 | CCOC(=O)c1c(C)c(C(=O)N2CCC3(CC2)OCCO3)c(C)n1CC | i | .
117 | O=C1CN(C(=O)COC(=O)Cc2ccccc2)c2ccccc2N1 | ? | .
